S1P4 agonist: activates the human S1P4 receptor; hit rate 0.35% among 220,000; activation, % at 4.98 µM; AID 1509; S1P4-expressing cell line, agonist reporter assay; O95977; in the data active = activation above about 11%;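 also: 0% = DMSO vehicle and 100% = reference agonist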
BaF3 parental: parental Ba/F3 viability inhibition as JAK2V617F counter-screen; CellTiter-Glo ATP luminescence; inhibition, % at 5.6 µM; hit rate 1.1% among 220,000; AID 1486;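 active = inhibition above a per-campaign cutoff, the mean inhibition of all tested compounds plus 3 SD, cut at about 27% in these data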;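 also: 0% = DMSO wells and 100% = JAK Inhibitor I control wells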
Ba/F3 V617F tox: lowers viability of Ba/F3 cells expressing EpoR and JAK2V617F | ATP luminescence | inhibition, % at 5.6 µM | hit rate 1.1% among 220,000 | AID 1446;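 active = inhibition above the campaign mean plus 3 SD over all tested compounds, cut at about 24% in these data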;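 also: cytokine-independent growth of Ba/F3 cells driven by EpoR plus mutant JAK2; 0% = DMSO-treated cells and 100% = JAK inhibitor I control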
S1P4 antag: antagonists of human S1P4 receptor; O95977; S1P4-expressing cells, antagonist mode, reporter read-out; inhibition, % at 4.98 µM; hit rate 0.26% among 220,000; in the data active = inhibition above about 29%;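 also: 0% = wells stimulated with agonist and 100% = vehicle wells without agonist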
NPY1 pot ag: potentiates or activates human NPY-Y1 receptor. NPY-Y1 expressing cells, potentiator/agonist activation. hit rate 0.37% among 220,000. activation, % at 3.6 µM; in the data active = activation above about 33%, passing the limit was not always enough;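 also: cells stimulated with NPY at EC10 then isoproterenol at EC100; 0% = low agonist plus stimulus and 100% = saturating agonist plus stimulus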
RBBP9 inh: blocks human serine hydrolase RBBP9 | O75884 | recombinant RBBP9, FP-Rh probe fluorescence polarization | inhibition, % at 7.94 µM | hit rate 0.2% among 220,000 | AID 1515;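 active = inhibition above the campaign mean of all tested compounds plus 3 SD, cut at about 14% in these data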;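 also: plate controls were DMSO wells with RBBP9 for no effect and wells lacking RBBP9 protein for full effect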
Target sequence (O75884 whole entry, looked up): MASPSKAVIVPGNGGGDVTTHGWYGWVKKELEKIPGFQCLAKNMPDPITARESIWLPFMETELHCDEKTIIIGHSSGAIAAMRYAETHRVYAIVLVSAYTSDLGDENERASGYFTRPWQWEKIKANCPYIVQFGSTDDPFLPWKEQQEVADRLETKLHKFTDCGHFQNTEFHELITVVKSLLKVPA
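Assay system: recombinant human RBBP9; Reagent: Serine-hydrolase probe FP-Rh, 375 nM pre-mixing; Doses: 7.94 µM single dose, 0.794% DMSO; Incubation: 30 min then 45 min, 25 °C; Detection: fluorescence polarization (mP), excitation 525 nm, emission 598 nm; Evaluation: percent inhibition from mP, scaled between DMSO and no-protein wells.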
NPY-Y1 antag: antagonists of human neuropeptide Y receptor Y1; P25929; HEK293-CNG Y1 cells, membrane potential fluorescence; NPY at EC95, then isoproterenol; inhibition, % at 3.6 µM; hit rate 1% among 200,000;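 active = inhibition above the campaign mean inhibition of all tested compounds plus 3 SD, cut at about 20% in these data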;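 also: 0% = DMSO wells given NPY plus isoproterenol and 100% = isoproterenol alone without NPY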
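Material: HEK293 cells with Y1 receptor plus CNG channel; times: compound incubation 1 h at room temperature, readout 45 min post-stimulation; signal: fluorescence, membrane potential probe; read-out basis: fluorescence ratio normalized to % inhibition between controls; benchmarks: full-block control isoproterenol-only wells, zero-block control NPY plus isoproterenol wells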
NPY2 pot ag: potentiates or activates human NPY-Y2 receptor. P49146. activation, % at 3.6 µM. cells expressing NPY-Y2, potentiator/agonist read-out. hit rate 0.45% among 220,000; in the data active = activation above about 27%;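 also: cells stimulated with NPY near EC25 plus isoproterenol at EC100; 0% = vehicle plus submaximal agonist and 100% = vehicle plus saturating agonist; some results beyond the cut were filed as inactive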
Runt-CBFb FRET: blocks binding of human RUNX1 Runt domain to CBFb | hit rate 0.46% among 220,000 | Cerulean-Runt/Venus-CBFb FRET ratio 530/480, 1 h | Q01196+Q13951 | inhibition, % at 20 µM | AID 1496;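 active = inhibition over about 50% at 20 µM in the single-dose screen, limit read from the data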;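 also: 0% = DMSO wells and 100% = excess unlabeled CBFb competitor control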
Target sequence (Q01196 whole entry, looked up, the tested form may be a part): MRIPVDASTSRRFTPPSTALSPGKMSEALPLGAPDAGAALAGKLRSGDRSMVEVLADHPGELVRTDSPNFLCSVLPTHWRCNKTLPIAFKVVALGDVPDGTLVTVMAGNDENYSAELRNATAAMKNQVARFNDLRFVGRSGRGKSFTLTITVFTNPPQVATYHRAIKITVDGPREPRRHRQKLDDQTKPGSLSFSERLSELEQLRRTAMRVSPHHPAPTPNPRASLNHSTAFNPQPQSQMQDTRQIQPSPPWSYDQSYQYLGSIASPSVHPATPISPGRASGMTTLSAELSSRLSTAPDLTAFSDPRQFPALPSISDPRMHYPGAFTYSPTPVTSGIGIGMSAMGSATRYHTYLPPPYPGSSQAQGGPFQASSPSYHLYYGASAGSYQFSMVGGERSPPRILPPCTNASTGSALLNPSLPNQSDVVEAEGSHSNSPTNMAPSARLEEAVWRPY
Target sequence (Q13951 whole entry, looked up, the tested form may be a part): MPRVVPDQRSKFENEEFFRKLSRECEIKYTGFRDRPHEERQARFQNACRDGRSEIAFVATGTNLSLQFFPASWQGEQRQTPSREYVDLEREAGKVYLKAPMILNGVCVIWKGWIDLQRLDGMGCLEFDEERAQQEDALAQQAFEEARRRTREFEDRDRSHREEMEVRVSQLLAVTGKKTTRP
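Measured by: fluorescence energy transfer, 422 nm excitation, 530/480 nm emission; Assay system: Cerulean-Runt domain; Medium: Tris pH 7.5 buffer with BSA; Measure: loss of energy transfer signal; Controls: 5 µM unlabeled CBFb as full-inhibition high control; Incubation: protein complex preformed 1 h, compound exposure 1 h, room temperature, dark.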
Active calls of the source: *; . = no result given.

SMILES	S1P4 agonist	BaF3 parental	Ba/F3 V617F tox	S1P4 antag	NPY1 pot ag	RBBP9 inh	NPY-Y1 antag	NPY2 pot ag	Runt-CBFb FRET
CC1CCCCN1CCNC(=O)c1ccc2c(=O)n(CCc3ccccc3)c(=O)[nH]c2c1 (configuration not stated)	-3.0	6	3	12	14	2	-12	-4	0
COc1ccc(C(=O)N=c2nc3ccccn3s2)cc1	1.8	6	1	-12	7	-5	-3	5	-2
COc1cccc(CNC(=O)CCC2CCCN(Cc3cc(Cl)ccc3O)C2)c1 (configuration not stated)	-0.2	0	0	-16	-9	-7	4	-16	-1
O=C(c1cccnc1NCc1ccccc1)N1CCOCC1	-1.2	-2	-3	-2	8	-4	3	3	0
CN1C(=O)CSc2ccc(NC(=O)N3CCOCC3)cc21	-0.4	2	-3	7	-2	0	6	-7	-2
CCOC(=O)c1ccc(NC(=S)N2CCN(CCN=CC3=C(O)CC(C)(C)CC3=O)CC2)cc1	0.1	-2	-1	8	3	-1	-5	-12	-3
CCOc1ccc(OCCOCCNCCOC)cc1	-0.4	6	-4	-24	-4	-1	1	-2	1
O=C(Nc1cccc([N+](=O)[O-])c1)C(=O)N1CCCCC1	1.2	4	1	-12	-2	-6	-9	4	1
CCC(=O)c1ccc(OCC(=O)NCC2(N3CCCCC3)CCCCC2)cc1	-1.5	1	-2	-1	5	2	5	-14	0
CCn1c(SCC(=O)N/N=C/c2ccncc2)nc2ccccc21	-1.0	3	-5	1	10	7	.	14	-1
CC(C)NC(=O)c1ccc(N2CCOCC2)nc1	1.8	4	0	-1	-13	0	5	13	2
Nc1c(-c2cccs2)cnn1-c1nc(-c2ccc(Cl)cc2Cl)cs1	-1.7	5	-1	-22	7	-1	2	1	-1
CC(C)COc1ccc(/C(=N/O)c2ccccc2)cc1	4.7	3	0	5	-13	0	6	6	-1
CC(NC(=O)Cn1nc(C(F)(F)F)c2c1CCC2)c1ccccc1 (configuration not stated)	1.1	3	-3	8	11	-4	3	5	-1
Cc1ccc2nc(SCC(=O)NCc3cccs3)[nH]c2c1	-2.9	4	2	-14	-25	-8	-3	-13	2
Cc1ccc(Cc2cnc(NC(=O)/C(C#N)=C/c3ccc(-c4ccc([N+](=O)[O-])cc4)o3)s2)cc1	0.2	4	5	-12	-9	-5	9	-16	-3
Cc1cc(NC(=O)c2sccc2C)n(-c2nc3ccccc3[nH]2)n1	0.5	3	84*	-1	1	-19	5	-1	0
CCC(NC(=O)c1ccccc1NC(=O)c1ccco1)C(=O)NC1CCCCC1 (configuration not stated)	1.5	3	4	-16	-36	-12	-3	-32	1
Cc1cc(C)cc(OCC(=O)OCC(=O)N2CC(=O)Nc3ccccc32)c1	3.2	0	-3	-11	7	3	2	0	-2
O=C(O)/C=C/C(=O)Nc1ccc(-n2nccc2C(F)(F)F)cc1	0.0	-4	-4	4	-3	-5	.	10	0
Cn1c(CC(=O)Nc2ccccc2)n[nH]c1=S	-0.7	2	-2	-12	3	-12	4	5	.
N#Cc1ccc(OCC(=O)Nc2cc(S(=O)(=O)N3CCOCC3)ccc2N2CCOCC2)cc1	-0.1	3	2	-6	-13	-5	.	-10	-2
CC(C)OCC(O)CSc1ccccn1 (configuration not stated)	1.1	2	-2	-19	0	-1	-3	8	1
c1coc(-c2ccnc3ncnn23)c1	3.2	3	-3	-1	18	-6	3	0	4
c1cnc2nc(-c3ccc4c(c3)OCO4)cn2c1	2.8	10	5	0	11	-2	7	-4	-1
More records.
SMILES	S1P4 agonist	BaF3 parental	Ba/F3 V617F tox	S1P4 antag	NPY1 pot ag	RBBP9 inh	NPY-Y1 antag	NPY2 pot ag	Runt-CBFb FRET
CCn1nc(C)c(NC(=O)c2cc(Br)ccc2Cl)c1C	1.8	0	-5	-16	-6	-13	-1	4	-2
COc1cc2c(cc1OC)CC1(CCCCC1)N=C2	1.3	6	-1	-15	2	-8	3	10	18
CN1CCN(C(=O)c2cccc(COc3cc(Cl)ccc3Cl)c2)CC1	1.7	0	-3	-6	-33	0	12	-12	-5
CCCCn1c(SCC(=O)/C(C#N)=C(\C)N)nc2ccccc2c1=O	-0.1	1	-1	-1	-2	-10	1	9	-3
Cc1ccc(-n2nnc(-c3nccn3C)n2)cc1	-0.5	6	6	-17	9	5	-2	0	-1
COCCCNC(=O)c1ccccc1Sc1ccc(NC(C)=O)nc1	1.0	7	-1	-17	-6	-6	3	-2	-1
Cc1ccc(-c2ccc(=O)n(CC(=O)N3CCN(c4cc(Cl)ccc4C)CC3)n2)cc1	-1.5	11	2	-10	-9	-2	3	-20	-7
Cc1ccc(C(=O)NCCc2nnc3ccc(SCC(=O)Nc4c(C)cc(C)cc4C)nn23)cc1	13*	1	-2	-13	-2	-7	0	-12	-1
COc1ccc(C(=O)NC2CCN(C(=S)Nc3ccccc3)CC2)cc1	2.8	7	0	-19	5	-12	-4	2	1
CCOc1ccc(N(C(C)C(=O)N/N=C(\C)c2cccc(NC(=O)c3ccccc3)c2)S(C)(=O)=O)cc1 (configuration not stated)	0.5	2	3	-10	-5	2	-1	-10	-5
Cc1ccc(C(=O)c2oc3ccccc3c2N)cc1	1.3	4	-4	-3	-1	-2	-4	4	-2
CCc1cccc2c(N=O)c(O)[nH]c12	1.1	6	-1	-16	-3	0	1	13	3
CCN(CC)S(=O)(=O)c1ccc(C(=O)N2CCN(CCN3C(=O)c4cccc5cccc(c45)C3=O)CC2)cc1	-2.0	2	0	-11	9	-3	-6	0	3
COC(=O)c1c(NC(=O)C2CC=CCC2C(=O)O)sc(C(N)=O)c1C (configuration not stated)	0.1	0	-1	1	-3	-5	7	-5	4
CCOc1cc(-c2nc(-c3cc(OC)c(OC)c(OC)c3)no2)cc(OCC)c1OCC	-5.0	7	2	-2	9	-5	-2	-8	.
Cc1nn2c(N3CCN(C(=O)c4ccco4)CC3)cc(C(C)(C)C)nc2c1-c1ccccc1	-0.9	0	-3	-9	8	-2	4	21	-11
CC(NCc1ccc(S(N)(=O)=O)cc1)C(=O)N1c2ccccc2CC1C (configuration not stated)	-0.4	-8	3	-16	23	-7	.	-2	-2
O=C(Cn1cnc2cc([N+](=O)[O-])ccc2c1=O)Nc1ccccc1-c1ccccc1	-0.7	-2	-2	-1	19	1	.	7	1
C=CCN(c1ccc(C(=O)OC)cc1)S(=O)(=O)c1ccccc1	1.0	5	-2	-2	-6	-4	13	-4	-1
CCOc1ccccc1OCCCOc1ccc(C)cc1Cl	0.1	5	-2	-10	-12	-1	16	-16	-5
Cc1ccc(-c2nnn(CCC(=O)NC3CCCC3)n2)cc1	-1.6	2	-2	-6	-9	-8	1	7	-1
N/C(=N\OC(=O)c1ccc([N+](=O)[O-])cc1)c1ccccn1	0.0	-4	2	2	19	-8	-2	9	-3
COc1ccc(CC(=O)Nc2cccc(C)n2)cc1OC	0.5	3	-4	0	-15	0	6	3	-1
O=c1c2ccccc2nc(SCc2cn3ccsc3n2)n1-c1ccccc1	1.3	2	-2	-3	2	-7	-1	1	0
OCc1nc2ccccc2n1Cc1c(F)cccc1Cl	0.4	1	-5	0	21	-7	.	0	0

Individual results from the list.
COc1ccc(CC(=O)Nc2cccc(C)n2)cc1OC in NPY2 pot ag is listed with 3
CCn1nc(C)c(NC(=O)c2cc(Br)ccc2Cl)c1C in Ba/F3 V617F tox is listed with -5

Seven of the entries above in order of the NPY1 pot ag value, rising:
SMILES | NPY1 pot ag
CCC(NC(=O)c1ccccc1NC(=O)c1ccco1)C(=O)NC1CCCCC1 (configuration not stated) | -36
CN1CCN(C(=O)c2cccc(COc3cc(Cl)ccc3Cl)c2)CC1 | -33
CC(C)NC(=O)c1ccc(N2CCOCC2)nc1 | -13
COc1cccc(CNC(=O)CCC2CCCN(Cc3cc(Cl)ccc3O)C2)c1 (configuration not stated) | -9
COCCCNC(=O)c1ccccc1Sc1ccc(NC(C)=O)nc1 | -6
Cc1ccc(C(=O)c2oc3ccccc3c2N)cc1 | -1
COc1ccc(C(=O)N=c2nc3ccccn3s2)cc1 | 7

By substructure: the compounds so far containing a CF3 group
SMILES	S1P4 agonist	BaF3 parental	Ba/F3 V617F tox	S1P4 antag	NPY1 pot ag	RBBP9 inh	NPY-Y1 antag	NPY2 pot ag	Runt-CBFb FRET
CC(NC(=O)Cn1nc(C(F)(F)F)c2c1CCC2)c1ccccc1 (configuration not stated)	1.1	3	-3	8	11	-4	3	5	-1
O=C(O)/C=C/C(=O)Nc1ccc(-n2nccc2C(F)(F)F)cc1	0.0	-4	-4	4	-3	-5	.	10	0

Next part:
SMILES	S1P4 agonist	BaF3 parental	Ba/F3 V617F tox	S1P4 antag	NPY1 pot ag	RBBP9 inh	NPY-Y1 antag	NPY2 pot ag	Runt-CBFb FRET
CC(C)NC(=O)COC(=O)c1cc(Br)ccc1Cl	1.1	4	0	-18	-8	-5	-1	-10	-1
O=C(CN1CCCC1)Nc1ccc(Oc2ccc(NC(=O)CN3CCCC3)cc2)cc1	0.4	12	5	2	-8	2	12	3	-2
Cc1nn(CCO)c(C)c1Oc1ccccc1O	0.9	4	-2	-8	2	-9	6	2	-58
O=C(Cn1nnc(-c2ccccc2Cl)n1)N1CCN(S(=O)(=O)c2ccc(Cl)cc2)CC1	0.1	6	0	0	15	4	1	-10	-1
Clc1ccc(-c2noc(CN3CCOCC3)n2)cc1	1.1	0	-3	-5	14	-1	.	5	1
C/C(CC(=O)NC12CC3CC(CC(C3)C1)C2)=N\NC(=O)c1cnccn1	2.6	4	-2	5	-5	1	0	-8	-1
Cc1ccc(S(=O)(=O)NCCC(=O)Nc2cccc(Cl)c2)cc1	1.1	6	0	-14	8	-5	8	10	1

Screening results as filed in PubChem BioAssay.
